From PubChem
RAD52 anneal inh = blocks human RAD52 DNA annealing; AID 651710; recombinant RAD52 DNA annealing, FRET fluorescence; P43351; inhibition, % at 18.7 µM; 360,000 compounds, 0.46% hits;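 active = every replicate showing at least 50% inhibition; inconclusive = mean inhibition at least 50% but not in every replicate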
Target sequence (P43351 whole entry, looked up): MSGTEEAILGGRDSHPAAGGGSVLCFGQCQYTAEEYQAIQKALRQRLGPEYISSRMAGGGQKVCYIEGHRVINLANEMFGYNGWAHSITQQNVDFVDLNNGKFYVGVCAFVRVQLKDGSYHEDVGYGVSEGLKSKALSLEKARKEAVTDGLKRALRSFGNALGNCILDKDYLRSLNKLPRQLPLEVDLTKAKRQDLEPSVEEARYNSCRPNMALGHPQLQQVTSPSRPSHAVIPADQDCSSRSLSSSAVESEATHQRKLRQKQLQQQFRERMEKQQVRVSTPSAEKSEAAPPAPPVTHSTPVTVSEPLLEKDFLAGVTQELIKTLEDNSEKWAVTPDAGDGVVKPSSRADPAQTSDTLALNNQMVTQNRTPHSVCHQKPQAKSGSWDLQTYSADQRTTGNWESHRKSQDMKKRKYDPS
XiGFP reactiv = X-chromosome reactivation activator; XiGFP mouse fibroblasts, % GFP-positive cells imaging, 3 d; cells co-treated with 5-aza-dC sensitizer; scaled so ellipticine positive control = 100%; activation, % at 7.58 µM; 360,000 compounds, 0.055% hits;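 active = mean normalized replicate activation at least 10% and every replicate at or above 10%; inconclusive = only one of the two criteria met; inactive = mean below 10% and not all replicates reach 10%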;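 note: 0% = median of on-plate neutral control wells and 100% = ellipticine 6 µM median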
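System: XiGFP fibroblasts, SV40-immortalized. Medium: DMEM plus 5-aza-dC sensitizer. Doses: single point. Timing: 3 d treatment, 15 min room-temperature fixation. Control set: ellipticine 6 µM.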
ERp5 block = blocks human ERp5 reductase activity on insulin. inhibition, % at 9.99 µM. 350,000 compounds, 0.05% hits. AID 651711. Q15084. ERp5 insulin aggregation, absorbance 650 nm, 90 min;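 active = mean replicate inhibition above about 25%, with every replicate also reaching it, limit read from the data, passing the limit was not always enough; inconclusive = only one of those two criteria met; inactive = neither criterion met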
Target sequence (Q15084 whole entry, looked up): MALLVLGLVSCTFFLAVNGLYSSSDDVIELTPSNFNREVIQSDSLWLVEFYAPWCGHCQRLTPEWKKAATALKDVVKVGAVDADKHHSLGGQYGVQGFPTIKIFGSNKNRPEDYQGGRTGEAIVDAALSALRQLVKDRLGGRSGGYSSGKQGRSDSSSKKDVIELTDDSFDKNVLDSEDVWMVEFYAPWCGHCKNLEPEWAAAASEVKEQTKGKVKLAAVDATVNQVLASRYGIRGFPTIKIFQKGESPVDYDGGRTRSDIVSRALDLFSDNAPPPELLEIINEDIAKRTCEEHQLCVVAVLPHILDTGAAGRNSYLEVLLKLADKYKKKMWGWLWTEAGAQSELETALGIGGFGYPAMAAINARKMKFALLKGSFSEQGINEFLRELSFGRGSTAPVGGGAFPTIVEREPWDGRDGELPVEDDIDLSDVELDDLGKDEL
RAD54 inh = blocks human RAD54 Holliday junction branch migration; 360,000 compounds, 0.14% hits; inhibition, % at 10.4 µM; AID 602329; FAM/BHQ fluorescence;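 active = mean normalized replicate activity at least 40 and at least half of replicates scoring 40 or more; inconclusive = only one of the two criteria met; inactive = mean below 40 and under half of replicates reaching 40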;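 note: 0% = median of neutral control wells and 100% = median of positive control wells; inhibitors cause a drop in the FAM fluorescence signal; in these data hits start at about 50%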
ERAP1 inh = inhibitors of human ERAP1 aminopeptidase | recombinant ERAP1, Leu-AMC fluorescence, 60 min | inhibition, % at 10.7 µM | 340,000 compounds, 0.15% hits;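 active = mean replicate inhibition of at least 30%, or all replicates individually reaching that 30% level; inactive = mean below 30% and not every replicate reaching it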;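 note: 0% = neutral control wells and 100% = L-leucinethiol positive control wells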
S100A4 MyoIIA = blocks human S100A4 binding to myosin IIA peptide; P26447; S100A4/TAMRA-MyoIIA peptide fluorescence polarization; inhibition, % at 10.7 µM; 360,000 compounds, 0.14% hits; AID 652163;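 active = mean inhibition of at least 70% across replicates, with every replicate also reaching that level; inconclusive = mean inhibition reaches 70% but some replicates fall short; inactive = mean inhibition below 70%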
Target sequence (P26447 whole entry, looked up): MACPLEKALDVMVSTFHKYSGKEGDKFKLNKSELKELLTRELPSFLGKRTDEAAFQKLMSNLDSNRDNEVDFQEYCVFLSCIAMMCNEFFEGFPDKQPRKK
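Compound dosing: one dose per compound; test system: human S100A4 monomer with TAMRA-labelled myosin IIA peptide; probe or stimulus: TAMRA-labelled myosin IIA heavy-chain peptide probe, 5 nM; medium: HEPES buffer with Ca2+, pH 7.2; schedule: 5 min incubation before reading; benchmarks: neutral control DMSO, positive control TFP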
E-selectin induc = induces E-selectin expression in human endothelial cells | P16581 | HUVEC E-selectin immunofluorescence imaging; normalized: neutral wells 0, TNF-alpha wells 100 | activation, % at 7.58 µM | 260,000 compounds, 0.37% hits;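 active = mean E-selectin-positive cell signal at least 10% of the positive control, reached in at least 60% of replicates, without over 20% cell loss; inconclusive = no rule given, readout overlaps actives, possibly toxicity-flagged; inactive = the rest, including those meeting only one limit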;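 note: in these data hits start at about 27%; measured in HUVEC primary endothelial cells; signal is the percent of cells scored E-selectin positive by PE staining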
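Test system – human umbilical vein endothelial cells (HUVEC), E-selectin induction · Input – 3,000 HUVEC seeded per well · Buffer or medium – EGM-2, gelatin · Compound dosing – single-point compound dose · Detection – immunofluorescence imaging · Measure – percent E-selectin-positive cells · Controls – TNF-alpha high, DMSO low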
esBAF inh = SWI/SNF esBAF complex inhibition; mouse ES cells, Bmi1-luciferase knock-in reporter, 24 h; 100% = twice the neutral-well signal; 350,000 compounds, 2% hits; reporter increase, % at 12.5 µM; AID 602393; in the data active = activation above about 40%; inconclusive = no clear call, values can overlap the other calls;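 note: 0% = median of the plate's neutral control wells and 100% = double that signal; a rise in the Bmi1 reporter signal indicates esBAF inhibition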
The depositor's hits bear a star; u = inconclusive; x = no result given; & = joins results of further samples.

SMILES	RAD52 anneal inh	XiGFP reactiv	ERp5 block	RAD54 inh	ERAP1 inh	S100A4 MyoIIA	E-selectin induc	esBAF inh
COc1ccc(S(=O)(=O)Nc2ccc3c(c2)CC(=O)N([C@@H](C)CO)C[C@H](C)[C@H](CN(C)S(=O)(=O)c2ccc(Cl)cc2)O3)cc1	4	-0.5	-5	-1	-1	13	1.2	4
CC(C)CN1C(=O)CSCC1(C)C(=O)NCc1ccccc1 (configuration not stated)	-6	0.2	-4	x	x	-5	1.2	x
C[C@@H]1CN([C@@H](C)CO)C(=O)Cc2cc(NC(=O)CCC(F)(F)F)ccc2O[C@H]1CN(C)S(=O)(=O)c1ccc(Cl)cc1	17	-0.2	-2	6	-2	-8	-0.1	2
CO[C@H]1CN(C)C(=O)c2ccc(NC(=O)Nc3cc(Cl)cc(Cl)c3)cc2OC[C@H](C)NC[C@H]1C	54*	0.0&0.4	0	5	-6	9	x	-1
O=C(N[C@@H]1CC[C@@H](CCn2cc(C3CCCC3)nn2)O[C@H]1CO)c1cccnc1	-9	0.1	5	x	2	-10	0.2	x
O=C(N1CCCC1)C(F)(F)Oc1ccc(F)cc1	-39	0.1	3	1	-6	8	x	4
CCOC(=O)c1c(C)[nH]c(C(=O)COC(=O)C2=NNC(=O)CC2)c1C	-16	0.0	3	-6	4	-1	x	-7
O=C(c1ccccc1Cl)N1CCSCCS1(=O)=O	-6	u	1	x	-2	-16	x	x
CN1c2ccc(Br)cc2[C@@H]2[C@@H](CCN2C(=O)Nc2cccc(F)c2)[C@@H]1CO	x	0.0	x	9	x	x	0.3	0
COc1ccccc1CNC(=O)CCNC(=O)C1CCN(S(=O)(=O)c2ccccc2)CC1	-8	0.0	0	6	-1	-5	x	-2
COC(=O)/C=C1\N/C(=N\c2nc(C)cc(C)n2)N(c2ccc(C)cc2)C1=O	0	-0.1	-1	x	7	-6	466*	3
CC1(C)Cc2[nH]c3ccccc3c2C(C)(C)N1	-5	0.2	3	-1	3	-10	-0.1	-12
CCC(=O)C(C#N)(c1ccc(OC)c(OC)c1)C(C)C (configuration not stated)	x	0.3	x	-7	x	x	1.1	5
O=C(O)C(O)Cc1c[nH]c2ccccc12 (configuration not stated)	-13	x	-2	-13	-1	-2	x	14
Cc1ccc(N(CC(=O)NCc2ccco2)C(=O)CNS(=O)(=O)c2ccccc2)c(C)c1	-1	0.0	-2	2	4	0	0.1	-3
Cc1ccnc(SCCn2c(N3CCN(Cc4ccccc4)CC3)nc3c2c(=O)[nH]c(=O)n3C)n1	-11	0.1	-2	-10	4	-7	-0.4	3
CCN(C(=O)CSc1nnc(-c2ccccc2Cl)n1N)c1c(N)n(Cc2ccccc2)c(=O)[nH]c1=O	1	-0.5	-15	-12	-1	22	x	-1
CC(C)CC#Cc1cnc2c(c1)C(=O)N([C@H](C)CO)C[C@@H](C)[C@@H](CN(C)C(=O)Cc1ccccc1)O2	5	0.0	-2	1	5	-2	0.0	10
COc1cccc(SCc2noc(C(=O)NCC3CC3)c2C(=O)NCC2CC2)c1	x	0.0	x	-4	x	x	-0.3	-7
CCOc1ccc(C(=O)NCc2ccco2)cc1Cl	-3	0.0	2	-1	-5	-5	-0.1	1
CCCc1nc2c(s1)CCc1onc(-c3cccc([N+](=O)[O-])c3)c1-2	-19	0.1	7	2	0	-4	1.1	-11
CC(=O)C(Cc1ccccc1)(Cc1ccccc1)C(C)=O	-10	0.0	1	-14	1	-12	x	-1
CN(C)/C=N/NC(=O)c1ccccc1Cl	-8	0.0	-2	x	x	0	x	x
C=CCNC(=O)c1cc(-c2ccccc2O)on1	-6	0.0	13	-30	1	-2	0.1	35
COc1ccc(NC(=O)c2ccc(S(=O)(=O)C(F)F)cc2)c(OC)c1	-6	0.0	5	x	3	6	x	x

Given with values under each structure: 6 of the compounds above
Values run as follows: RAD52 anneal inh	XiGFP reactiv	ERp5 block	RAD54 inh	ERAP1 inh	S100A4 MyoIIA	E-selectin induc	esBAF inh
> COc1ccc(S(=O)(=O)Nc2ccc3c(c2)CC(=O)N([C@@H](C)CO)C[C@H](C)[C@H](CN(C)S(=O)(=O)c2ccc(Cl)cc2)O3)cc1
 : 4	-0.5	-5	-1	-1	13	1.2	4
> CC(C)CN1C(=O)CSCC1(C)C(=O)NCc1ccccc1 (configuration not stated)
 : -6	0.2	-4	x	x	-5	1.2	x
> C[C@@H]1CN([C@@H](C)CO)C(=O)Cc2cc(NC(=O)CCC(F)(F)F)ccc2O[C@H]1CN(C)S(=O)(=O)c1ccc(Cl)cc1
 : 17	-0.2	-2	6	-2	-8	-0.1	2
> CO[C@H]1CN(C)C(=O)c2ccc(NC(=O)Nc3cc(Cl)cc(Cl)c3)cc2OC[C@H](C)NC[C@H]1C
 : 54*	0.0&0.4	0	5	-6	9	x	-1
> O=C(N[C@@H]1CC[C@@H](CCn2cc(C3CCCC3)nn2)O[C@H]1CO)c1cccnc1
 : -9	0.1	5	x	2	-10	0.2	x
> O=C(N1CCCC1)C(F)(F)Oc1ccc(F)cc1
 : -39	0.1	3	1	-6	8	x	4

(listing goes on)
SMILES	RAD52 anneal inh	XiGFP reactiv	ERp5 block	RAD54 inh	ERAP1 inh	S100A4 MyoIIA	E-selectin induc	esBAF inh
Cc1ccc(NC(=O)Nc2cccnc2)cc1Cl	-13	0.2	1	-4	-3	-6	x	u
Cc1ccc(OCC(=O)Nc2ccc(N3CCN(C(=O)c4ccco4)CC3)cc2)c(C)c1	-13	0.2	0	-8	0	-8	-0.2	1
Cc1ccc(C(=O)NCC(=O)OCC(=O)Nc2ccc(Cl)cn2)cc1	5	0.0	-1	5	4	-6	0.1	6
C[C@@H]1CN([C@H](C)CO)C(=O)c2cc(-c3ccccc3F)cnc2O[C@@H]1CN(C)C(=O)NC1CCCCC1	-1	-0.6	-13	-3	-2	-6	0.7	2
Cc1ccc(S(=O)(=O)Nc2ccc3c(c2)C(=O)N([C@H](C)CO)C[C@H](C)[C@@H](CN(C)S(=O)(=O)c2ccccc2)OCCCC[C@@H](C)O3)cc1	-5	0.0	2	1	1	6	0.0	-1
COCCCNC1CS(=O)(=O)CC1O (configuration not stated)	-7	0.0	4	-2	0	4	5.2	-6
CCNC(=O)[C@H]1[C@H](CO)[C@H]2Cn3c(ccc(-c4ccccc4)c3=O)[C@H]2N1CC	-1	0.3	0	-5	1	59	-0.5	-3
CC1CCc2c(sc(NC(=O)CN3CCN(C(=O)c4ccco4)CC3)c2C#N)C1 (configuration not stated)	-18	x	2	-11	7	-1	x	x
CC1C[N+](=C2C=C(N3CCOCC3)CC(C)(C)C2)CC(C)O1 (configuration not stated)	-10	-0.2	-3	-4	55*	2	0.3	x
COc1cccc(NC(=O)N2CC3(C2)[C@H](c2ccccc2)[C@H](CO)N3C(=O)C2CCCC2)c1	-92	-0.1	-5	x	0	-5	-0.2	x
COc1cccc(NC(=O)CN(C)C(=O)c2ccc(-n3cncn3)c([N+](=O)[O-])c2)c1	-15	0.1	1	2	-2	3	3.6	2
C[C@H]1CN([C@@H](C)CO)C(=O)c2cc(-c3cccnc3)cnc2O[C@@H]1CN(C)C(=O)NC1CCCC1	12	-0.3	1	6	-7	-2	0.0	-3
Cc1nc(NC(=O)c2ccncc2)sc1C(=O)N(C)C	0	0.1	1	-11	6	-2	0.5	x
Cc1onc(-c2ccccc2)c1C(=O)N[C@@H]1C(=O)N2C1SC(C)(C)[C@@H]2C(=O)O (some centres not stated)	-17	0.1	-1	3	-2	-2	1.4	7
O=C(C[C@@H]1C[C@@H]2c3cc(NC(=O)c4ccc5c(c4)OCO5)ccc3O[C@@H]2[C@H](CO)O1)NCc1ccccn1	1	0.0	-1	-7	-1	1	-0.3	5
CN1CCN(C(=O)C[C@H]2CC[C@H]3[C@@H](COC[C@H](O)CN3C(=O)c3ccc(F)cc3)O2)CC1	-86	0.1	2	-8	2	-7	-0.1	0
CC1(C(=O)NCc2ccc(Cl)cc2)CCN1C(=O)Cc1cccc2ccccc12 (configuration not stated)	-8	0.4	1	-5	-2	-1	0.0	-12
CC(=O)Nc1ccc(CN(C)c2c(C)nc3ccc(C(=O)NC4CCN(Cc5ccccc5)CC4)cn23)cc1	-3	0.1	4	7	0	-5	1.2	4
CCCOc1ccc(C(=O)NCCC(=O)NCCCC(=O)O)cc1	-3	0.1	-3	4	-2	0	x	x
CC(=O)Nc1ccc(NC(=O)CSc2nccn2Cc2ccco2)cc1	-18	0.3	0	1	-7	0	-0.2	10
COc1ccc(C(=O)c2coc3c2C(=O)C(=O)c2ccccc2-3)cc1	-12	0.0	x	0	2	-6	x	x
C[C@@H]1CCCCO[C@H](CN(C)C(=O)C2CCCCC2)[C@H](C)CN([C@H](C)CO)C(=O)c2cc(NC(=O)c3ccncc3)ccc2O1	16	-1.0	4	6	-1	-8	1.3	2
COc1ccc(CN(C)S(=O)(=O)c2nnc(NC(=O)c3cccc(F)c3)s2)cc1	-16	0.2	-6	5	-1	-1	x	-1
CCOC(=O)/C(C#N)=C/c1c(Oc2cccc(C)c2)nc2c(C)cccn2c1=O	-13	0.0	7	-4	0	-3	x	x
CC(C)[C@@H]1COCc2cn(nn2)CC[C@H](C)C(=O)N1	2	0.1	-2	x	3	-2	-0.1	x

Later entries:
SMILES	RAD52 anneal inh	XiGFP reactiv	ERp5 block	RAD54 inh	ERAP1 inh	S100A4 MyoIIA	E-selectin induc	esBAF inh
CN(C)C(=O)C[C@@H]1C=C[C@H](NC(=O)NC2CCCCC2)[C@H](CO)O1	-18	1.5	1	-3	-3	13	0.4	2
COc1ccc(NC(=O)Nc2ccc3c(c2)CC(=O)N([C@H](C)CO)C[C@@H](C)[C@@H](CN(C)S(=O)(=O)c2ccc(F)cc2)O3)cc1	-11	0.5	7	4	0	-18	-0.1	1
O=C(NCC[C@@H]1CC[C@@H](NS(=O)(=O)c2ccccc2)[C@@H](CO)O1)c1ccc2c(c1)OCO2	-2	-0.1	0	2	0	-2	-1.8	-4
Cc1cc(C)cc(C(=O)NC(CC(N)=O)c2ccc(NC3CCCCC3)c([N+](=O)[O-])c2)c1 (configuration not stated)	-32	0.0	3	2	-2	7	-0.7	0
FC(F)C(F)(F)Oc1cccc(Nc2nccn3c(-c4cccc5cccnc45)cnc23)c1	-226	-0.1	2	1	2	1	0.1	2
COC(=O)[C@H]1C[C@H](OC(=O)NCc2ccc(OC)c(OC)c2)[C@@]2(O)CN(S(=O)(=O)c3ccc(C)cc3)CC2[C@H]1C(=O)OC (some centres not stated)	-8	-0.2	4	0	0	-1	-0.1	2
COc1ccccc1/C=N/NC(=O)c1csc(C)c1C	-12	0.0	1	-4	-1	-3	x	x
O=C(Nc1ncccc1Cl)c1ccc2c(c1)OCCO2	-19	0.0	3	1	-2	-11	2.0	x
